# rCAG binder = molecules binding r(CAG) RNA repeats; r(CAG) RNA repeat, TO-PRO-1 dye displacement fluorescence; inhibition, % at 3 µM; 370,000 compounds, 1.3% hits;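 active means inhibition above the plate cutoff, the mean of all test compounds on that plate plus 3 SD, cut at about 35% in these data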;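 further: 0% = DMSO alone and 100% = 100 µM mitoxantrone as full dye displacement; higher means more dye released from RNA so lower well fluorescence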
# SMARCA2 act = increases SMARCA2 function in MMTV reporter cells. MG213 cells, MMTV-luciferase reporter, dexamethasone, overnight. activation, % at 9.1 µM. 370,000 compounds, 1% hits. AID 652017; in the data active means activation above about 7.8%;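 further: 0% = vehicle wells and 100% = reference activator wells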
# ARFGAP1 inhibitor = inhibits rat ARF GTPase activating protein 1. AID 651572. Arfgap1-stimulated ARF1 GTP hydrolysis, GDP FP detection. inhibition, % at 16.5 µM. 360,000 compounds, 0.26% hits;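 active means inhibition above a per-plate limit, mean inhibition of low control wells plus 3 SD, cut at about 25% in these data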;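 further: 0% = DMSO wells with enzyme and 100% = wells lacking Arfgap1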
#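 System: truncated rat Arfgap1 GAP domain / Medium: HEPES-based buffer, pH 7.5 / Also added: N-terminally truncated human ARF1-GTP substrate / Incubation: enzyme reaction 120 min at 25 °C after 20 min preincubation / Measured by: FP of antibody-bound GDP Alexa 633 tracer, ex 620/em 688 nm / Replicates: singlicate, each compound tested once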
# ABHD4 inh = inhibits mouse alpha/beta hydrolase domain 4. AID 720543. Q8VD66. inhibition, % at 8.92 µM. purified mABHD4, FP-Rh probe fluorescence polarization. 370,000 compounds, 0.54% hits;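 active means inhibition exceeding the mean over every tested compound plus 3 SD, cut at about 30% in these data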;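 further: 0% = plate median of compound wells and 100% = S159A mutant with DMSO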
#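 Material: mouse ABHD4 enzyme, wild type; Benchmarks: S159A mutant high control, sample median low control; Buffer or medium: HEPES pH 7.0, NaCl, Pluronic buffer; Signal: fluorescence polarization; Read-out: percent inhibition of probe binding, normalized to plate controls; Timing: pre-incubation 45 min, probe exposure 60 min, at 25 °C; Dosing: 8.92 µM, single dose.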
# NPR1 activator = GC-A (human) enzyme activation | P16066 | HEK293 GC-A cells, cGMP TR-FRET, EC30 ANP; 0% at EC30 ANP, 100% saturating ANP | activation, % at 10 µM | 370,000 compounds, 0.14% hits; in the data active means activation above about 40%
# Target sequence (P16066 whole entry, looked up): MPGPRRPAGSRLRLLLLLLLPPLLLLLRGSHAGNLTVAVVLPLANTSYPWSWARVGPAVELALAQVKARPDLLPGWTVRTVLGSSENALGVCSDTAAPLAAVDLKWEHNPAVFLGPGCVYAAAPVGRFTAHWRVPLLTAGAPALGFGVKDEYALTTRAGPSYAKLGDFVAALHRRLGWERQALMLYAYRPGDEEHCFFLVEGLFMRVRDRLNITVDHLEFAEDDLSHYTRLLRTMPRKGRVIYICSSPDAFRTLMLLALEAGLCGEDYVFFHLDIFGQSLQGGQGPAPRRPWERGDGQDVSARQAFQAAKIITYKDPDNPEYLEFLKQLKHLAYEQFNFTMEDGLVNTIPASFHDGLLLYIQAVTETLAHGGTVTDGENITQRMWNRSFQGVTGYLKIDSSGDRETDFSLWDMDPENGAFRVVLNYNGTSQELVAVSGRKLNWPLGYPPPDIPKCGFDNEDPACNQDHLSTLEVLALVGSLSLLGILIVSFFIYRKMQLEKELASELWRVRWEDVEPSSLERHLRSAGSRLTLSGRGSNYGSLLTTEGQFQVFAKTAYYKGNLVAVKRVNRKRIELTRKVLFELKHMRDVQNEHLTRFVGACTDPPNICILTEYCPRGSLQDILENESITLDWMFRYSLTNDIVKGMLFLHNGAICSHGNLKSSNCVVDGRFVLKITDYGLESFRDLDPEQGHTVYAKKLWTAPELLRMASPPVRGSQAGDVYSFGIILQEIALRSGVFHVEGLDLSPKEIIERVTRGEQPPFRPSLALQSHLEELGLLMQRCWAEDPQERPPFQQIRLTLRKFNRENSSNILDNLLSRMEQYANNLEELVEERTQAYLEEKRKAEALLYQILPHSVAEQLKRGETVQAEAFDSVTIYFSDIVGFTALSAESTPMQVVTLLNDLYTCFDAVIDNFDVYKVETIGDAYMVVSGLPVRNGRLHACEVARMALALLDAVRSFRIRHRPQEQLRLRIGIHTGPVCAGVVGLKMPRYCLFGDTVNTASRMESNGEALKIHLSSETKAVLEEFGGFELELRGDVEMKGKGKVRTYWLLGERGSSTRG
# GC-B act = GC-B (human) receptor activation; P20594; AID 1920062; 370,000 compounds, 0.11% hits; HEK293-GC-B cells, CNP EC30, cGMP TR-FRET; 0% at EC30 CNP, 100% saturating CNP; activation, % at 10 µM;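 active means activation at 10 µM reaching about 35% in either raw or pattern-adjusted values, limit read from the data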
# NR1D1 modulator = modulates human Rev-erb alpha binding to DNA; 370,000 compounds, 0.79% hits; Rev-erbα–FITC-DNA binding, fluorescence polarization, 90 min; activity, % at 10 µM; P20393;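 active means activity above about 14%, limit read from the data; passing the limit was not always enough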;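 further: 0% = DMSO wells with 35 nM protein and 100% = DMSO wells with 750 nM protein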
# ASAP1 GAP inh = inhibitors of human ASAP1 ArfGAP activity. ASAP1-stimulated ARF1 GTP hydrolysis, GDP FP detection. Q9ULH1. inhibition, % at 16.5 µM. 360,000 compounds, 0.19% hits; in the data active means inhibition above about 25%;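 further: 0% = vehicle with enzyme and substrate and 100% = no enzyme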
# HTRA1 inh = inhibitors of human serine peptidase HTRA1. recombinant HTRA1, FP-rhodamine activity-based probe, fluorescence polarization. Q92743. inhibition, % at 5.96 µM. 340,000 compounds, 0.5% hits; in the data active means inhibition above about 36%;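 further: 0% = enzyme with DMSO and 100% = wells lacking enzyme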
# PG9 binder = small molecules binding HIV-1 gp120 antibody PG9. TR-FRET gp120-PG9 antibody binding. AID 624416. 360,000 compounds, 0.43% hits. inhibition, % at 6.7 µM; in the data active means inhibition above about 8.5%
# Numbers without * were called inactive; x = not tested or not shown. Hits appear at their usual frequency; about 4.4% have a hit in one of these screens.
SMILES,rCAG binder,SMARCA2 act,ARFGAP1 inhibitor,ABHD4 inh,NPR1 activator,GC-B act,NR1D1 modulator,ASAP1 GAP inh,HTRA1 inh,PG9 binder
NC(=O)Cn1nc(C(F)(F)F)c2c1CCCC2,-0.6,-1.2,-11.2,3.5,-1.3,6.5,1.9,8.1,9.9,0.0
Cc1ccccc1CNC(=O)C(C)Sc1ccccc1 (configuration not stated),2.2,-0.1,11.2,3.8,1.3,0.8,5.3,5.3,12.4,0.7
Cc1cccc(Cn2nnc3c2C(=O)c2ccccc2C3=O)c1,4.1,0.3,5.6,4.0,-11.8,-3.0,6.8,-2.2,6.1,-0.8
Clc1ccc(Cc2noc(-c3cccs3)n2)cc1,-1.3,0.8,4.4,-11.1,-20.3,-4.0,1.6,6.5,-6.8,-0.7
Cc1ccc(C2(O)CN(c3ccccc3C)C3=[N+]2CCS3)cc1 (configuration not stated),-1.5,-3.0,1.6,-9.2,-1.1,-8.3,2.7,8.9,-10.5,0.1
Cc1cc(O)c(Sc2ncn[nH]2)cc1NS(=O)(=O)c1ccc(Cl)cc1,4.7,-1.9,5.3,3.1,-1.4,1.5,6.7,-1.2,5.2,-2.1
Cc1sc2ncnc(N3CCC(C(=O)N(C)CC(=O)Nc4cccc(F)c4)CC3)c2c1C,4.0,-7.7,4.6,-3.8,3.6,9.0,-6.7,4.2,-8.5,1.1
COc1ccc(CN2CCn3ncc(C(=O)Nc4cccc(C)c4)c3C2=O)cc1,-4.2,-1.0,6.5,-1.6,-1.3,3.3,1.2,-6.2,-9.6,-2.8
CC(C)(C)c1ccc(-c2cc(-c3ccccc3O)[nH]n2)cc1,16.9,-4.9,3.3,-36.8,0.2,-5.2,-0.6,12.2,-19.5,-0.9
O=c1[nH]cnc2nn(-c3ccccc3)nc12,12.2,1.7,-3.2,-0.2,-4.0,-0.7,4.6,0.8,5.6,-0.6
COc1cc2ccccc2cc1C(=O)NNC(=O)c1ccccc1O,20.2,-1.2,-3.2,10.4,-1.6,-0.8,-5.9,-2.5,27.2,-3.4
CCOC(=O)N[C@H](C(=O)N1CCC[C@H]1C(=O)NCc1ccccc1)C(C)C,2.0,4.4,-1.3,1.4,-0.4,-2.4,-3.3,0.9,x,1.1
CN(C)C(=O)N(CCCN1CCOCC1)Cc1cccc2ccccc12,-4.7,-0.4,-6.6,-0.9,1.6,1.4,5.9,-5.4,x,0.3
Cc1cc(=O)cc(C)n1-c1ccc(F)cc1F,-6.8,0.9,-3.1,5.6,-6.9,-2.4,1.5,0.5,3.0,-1.1
Cc1ccc(CNC(=O)c2[nH]c(C(F)(F)F)nc2-c2ccccc2)cc1,7.2,-5.4,0.5,-10.7,3.6,10.1,0.6,5.6,x,-1.9
COc1ccc(/C=C2\CCc3ccccc3C2=O)c(OC)c1OC,-9.6,-1.9,-2.5,3.9,-1.7,4.0,6.2,3.1,-6.0,0.4
Cc1ccc2ccccc2c1CSc1nc(N)nc2c1ncn2CC(C)C,5.8,-4.7,1.7,-12.1,-4.3,8.7,-5.1,3.3,-42.9,0.4
O=C(Cc1ccccc1)NNC(=S)NC(=O)c1cccs1,0.4,-1.1,10.4,4.7,-2.9,2.0,2.3,-5.4,x,-2.2
CC(C)(C)OC(=O)N[C@@H](C(=O)OC(C)(C)C)c1ccc2c(c1)OCO2,-7.3,0.7,-2.4,-2.9,-4.5,-0.8,-0.9,12.8,-5.1,-0.2
Cc1cc(=O)oc(C)c1C(=O)N1CCN(Cc2ccc3c(c2)OCO3)CC1,1.8,1.2,9.3,-19.4,-1.1,6.7,1.1,17.0,0.8,-1.1
COc1ccccc1OCC(=O)NCc1ccco1,3.4,0.0,4.3,0.2,3.9,12.4,6.4,-8.4,-5.8,1.5
Cc1cc(OC(C)C(=O)N2CCN(c3ccc(F)cc3)CC2)c2c(C)cc(=O)oc2c1 (configuration not stated),2.4,-3.7,1.4,3.9,-33.3,-10.8,18.3,-3.0,-2.8,-1.1
O=C(CCn1ccc2cc(S(=O)(=O)N3CCCC3)ccc21)NCc1ccccc1,1.5,-2.2,22.8,-14.5,-3.1,5.2,8.7,9.0,-2.9,1.0
CCOC(=O)c1cc(CC)sc1/N=C/C1C(=O)CC(C)(C)CC1=O,-2.4,2.5,3.1,8.7,4.5,-5.4,-2.5,0.1,1.9,-0.1
O=C(NCc1ccncc1)C12CC3CC(CC(C3)C1)C2,2.3,0.1,-8.8,0.2,4.0,-0.8,-0.8,4.7,-5.0,1.0
COc1ccc2sc(/C=C/c3ccccc3O)[n+](C)c2c1,-39.4,-2.6,7.2,-98.2,-11.9,-13.8,7.8,19.6,x,-13.5
CC(C)(C)NC(=O)NC(=O)COC(=O)CNC(=O)C1CCCCC1,-5.0,-0.9,2.6,6.0,4.1,2.1,-2.3,12.5,11.8,-0.3
C/C(=N\NC(=O)C1(C)CC1(Br)Br)c1cccc(NC(=O)c2ccc(C)o2)c1 (configuration not stated),-2.6,0.5,4.5,-3.7,3.4,-1.7,5.7,-0.6,-9.7,-2.1
Cc1cc(C(=O)CSc2nn3c(=O)c(C(C)(C)C)nnc3s2)c(C)n1C,3.3,2.3,3.0,4.0,-1.4,-9.2,-5.0,-2.6,-0.6,0.4
CCc1nc(C)cn1S(=O)(=O)c1cc(Br)c(C)cc1OC,-7.5,-0.6,8.0,-2.3,1.6,2.3,5.7,-1.7,-0.6,0.6
COC(=O)CSc1[nH]c(=O)cc(C)c1C#N,4.3,-1.7,6.0,-3.1,-2.3,1.8,0.1,3.9,3.4,0.2
O=C(O)CSc1c2c(nc3cc(C(=O)N4CCOCC4)ccc13)CCCC2,10.7,3.4,-4.0,4.8,-1.8,2.6,0.7,-0.9,3.3,-2.3
CCC1CN(C(=O)Nc2ccc(C)cc2)c2cc(C)ccc2O1 (configuration not stated),-5.1,-0.5,9.0,-7.5,-5.3,0.0,-1.4,-15.1,-26.2,-1.5
Cc1ccc(-c2cc(C(=O)NN=Cc3cccc(Oc4ccccc4)c3)[nH]n2)cc1C,14.9,-2.9,x,-72.4,-2.7,2.5,1.3,x,x,x
CC(=O)Nc1ccc(SCC(=O)c2cc(C)n(-c3ccccc3F)c2C)cc1,-4.4,-11.5,-3.0,13.7,-2.4,0.5,6.1,-14.8,-25.9,-2.2
CCC1CCC/C1=N\NC(=O)c1ccc(Cl)cc1 (configuration not stated),0.4,10.3*,7.4,1.0,-3.7,0.4,2.7,-11.1,-2.6,-4.6
Cc1ccc(-c2nc(-c3ccncc3)no2)cc1,29.0,4.0,-3.4,-8.3,2.7,-2.4,-2.3,-0.6,2.2,-1.5
O=S(=O)(NCC1CCCO1)c1ccc(Oc2ccccc2)cc1 (configuration not stated),-1.8,-6.4,1.8,-2.4,4.4,2.3,4.4,-4.4,-2.6,-0.9
CN(C)/C=C1/C(=O)N(c2ccc([N+](=O)[O-])cc2)N=C1c1ccccc1,29.8,4.0,-0.7,17.9,-3.2,-0.4,0.4,-1.7,x,-0.3
CCN1CCC(C(=O)NC(c2ccc(F)cc2)c2ncccc2C)CC1 (configuration not stated),5.7,-2.6,0.8,-4.8,-2.3,1.3,-3.3,-2.0,x,2.1

# Profiles as entered above:
# CCC1CCC/C1=N\NC(=O)c1ccc(Cl)cc1 (configuration not stated) is entered as rCAG binder: 0.4; SMARCA2 act: 10.3*; ARFGAP1 inhibitor: 7.4; ABHD4 inh: 1.0; NPR1 activator: -3.7; GC-B act: 0.4; NR1D1 modulator: 2.7; ASAP1 GAP inh: -11.1; HTRA1 inh: -2.6; PG9 binder: -4.6
# Cc1ccc(-c2cc(C(=O)NN=Cc3cccc(Oc4ccccc4)c3)[nH]n2)cc1C is entered as rCAG binder: 14.9; SMARCA2 act: -2.9; ARFGAP1 inhibitor: x; ABHD4 inh: -72.4; NPR1 activator: -2.7; GC-B act: 2.5; NR1D1 modulator: 1.3; ASAP1 GAP inh: x; HTRA1 inh: x; PG9 binder: x

# The results go on.
SMILES,rCAG binder,SMARCA2 act,ARFGAP1 inhibitor,ABHD4 inh,NPR1 activator,GC-B act,NR1D1 modulator,ASAP1 GAP inh,HTRA1 inh,PG9 binder
C/C(=N\NC(=O)c1nnn(-c2nonc2N)c1C)c1ccc(OCc2ccccc2)cc1,0.9,14.4*,-9.6,-2.4,-1.8,-3.7,5.0,11.3,0.1,-0.9
CCN1CCN(CCNC(=O)CCCn2nc(C)c3c(C)n(-c4ccc(C)cc4)nc3c2=O)CC1,-7.5,-0.4,7.8,-5.5,0.8,1.2,-4.1,0.9,0.9,0.4
CCc1cccc(C)c1NC(=O)CCNC(=O)c1cccc(C)c1,-1.2,1.4,9.6,-2.7,2.1,3.9,2.0,-3.1,-15.4,-3.5
CCCC[C@@H]1CN=C(N)N1CCCC,0.4,-0.4,-7.0,-0.8,-0.3,-0.7,0.8,7.1,1.7,0.6
O=C(CN(CC1CCCO1)C(=O)CNS(=O)(=O)c1ccc(Cl)cc1)NC1CCCCC1 (configuration not stated),0.0,-0.3,11.2,-5.5,4.0,2.3,-2.0,4.3,0.7,-0.5
CCCCN1C(=O)N(C)C2NC(=O)NC21 (configuration not stated),-0.8,-0.6,-3.8,-0.8,8.6,-0.8,-0.9,1.0,-1.3,-0.8
COc1ccc(-c2cn(-c3ccccc3)nc2CO)cc1,-3.3,2.1,-8.5,-0.2,-0.4,-2.0,-5.5,-4.7,-7.7,-0.8
Cc1nc(SCC(=O)Nc2nccs2)c(C#N)c(C)c1C,0.2,-2.2,-10.8,2.0,-4.3,4.6,11.5,-9.2,-0.9,33.3*
Cc1ccccc1/C=C\c1nc(O)c([N+](=O)[O-])c(=O)[nH]1,-0.4,0.5,14.4,1.7,-0.3,3.0,6.7,-16.3,3.7,-2.5
Cc1ccc(CNC(=O)c2ccc(Cl)cc2[N+](=O)[O-])cc1,-3.0,1.2,-4.5,-0.3,2.1,2.4,3.3,6.0,-1.8,0.1
CCN(C(=O)CSc1nnc(-c2cccs2)o1)C1CCS(=O)(=O)C1 (configuration not stated),0.2,-4.6,0.2,-5.4,3.4,-2.0,9.1,-15.5,3.1,-4.2
Cc1cccc(C)c1NC(=O)C/C(N)=N/O,1.3,-1.6,3.0,-4.9,1.4,2.7,-0.1,12.2,-3.0,-3.4
CCOc1ccccc1NC(=O)CSc1nc(N)c(C#N)cc1C#N,3.5,0.4,15.2,9.9,14.3,-7.2,83.7*,1.8,-9.2,66.3*
CCOC(=O)c1cc2c(ccn2C)n1Cc1ccc(C#N)cc1,-4.0,-2.2,8.9,1.1,1.1,-3.1,6.4,14.8,4.3,-0.4
CCNC(=S)NNC(=O)c1cc(Br)cs1,6.9,-4.5,11.8,-6.0,2.4,-1.4,-4.8,12.9,0.4,0.5
CCn1c(CNC(=O)c2cccc(C)c2)nnc1SCC(=O)Nc1cccc(OC)c1,-0.1,-5.9,5.7,1.3,-9.4,-6.0,1.0,12.0,-7.7,-0.1
CCCCCCC(=O)Oc1ccc(N2C(=O)CCC2=O)cc1,-3.8,1.0,0.6,-1.7,4.5,1.5,3.9,-7.4,-2.1,0.1
COc1cccc2sc3cc(NCc4ccc5c(c4)OCO5)ccc3c(=O)c12,5.7,3.2,7.2,-1.8,4.2,-1.4,2.1,-10.1,-100.1,-0.6
O=C(c1cccc(S(=O)(=O)Nc2ccc(F)cc2)c1)N1CCCC1,2.1,-0.7,7.1,4.8,-4.2,-4.2,-4.1,-12.6,-5.1,0.7

# Compound activity (PubChem)
